# M. tuberculosis: growth inhibition of non-replicating M. tuberculosis (AID 488890). Mycobacterium tuberculosis non-replicating, growth inhibition; higher % means a stronger effect. one-dose inhibition, % at 25 µM; IC50 in µM for titrated hits. actives 0.39% (n = 320,000); in the data active = a potency from the dose series; inconclusive = inhibition mostly from about 82% at the one dose, without a potency; inactive = the rest, 99 in 100 with inhibition below about 76%;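 also: plate controls were DMSO cells for no effect and high antibiotic wells for full effect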
# influenza NS1A: H1N1 influenza NS1A inhibitors, functional cell based assay (AID 504329); NS1A functional cell-based assay, percent inhibition; higher % means a stronger effect; inhibition, % at 12.5 µM; hits with a dose series show IC50 in µM; actives 0.3% (n = 340,000); in the data active = a potency from the dose series; inconclusive = inhibition above about 27% without an active follow-up result; also: strong numbers were not always called active
# H37Rv inhibition: M. tuberculosis growth inhibition, HTS (AID 449762) | M. tuberculosis H37Rv growth inhibition, 7H9 media; higher % means a stronger effect | one-dose inhibition, % at 25 µM; IC50 in µM for titrated hits | actives 0.59% (n = 330,000); in the data active = a potency from the dose series; inconclusive = inhibition above about 70% without an active follow-up result;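 also: bacterial growth assessed after seven days of incubation; strong numbers were not always called active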
# VEEV TC-83 Vero: inhibitors of VEEV TC-83 cytopathic effect, confirmation, Vero cells (AID 588727); inhibition, % at 20 µM; hits with a dose series show IC50 in µM; actives 0.13% (n = 350,000); Vero cells, VEEV TC-83 cytopathic effect inhibition; higher % means a stronger effect; in the data active = a potency from the dose series; inconclusive = inhibition mostly from about 14% at the one dose, without a potency; inactive = the rest, 99 in 100 with inhibition below about 12%; also: strong numbers were not always called active
# Salmonella PhoP GFP: PhoP regulon inhibitors, Salmonella typhi PhoP promoter GFP reporter, confirmatory (AID 1850). Salmonella Typhi PhoP-promoter GFP reporter, fluorescence, 4 h; higher % means a stronger effect. one-dose inhibition, % at 50 µM; IC50 in µM for titrated hits. actives 0.33% (n = 310,000); in the data active = a potency from the dose series; inconclusive = inhibition mostly from about 25% at the one dose, without a potency; inactive = the rest, 99 in 100 with inhibition below about 19%;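 also: 0% = induced wells with vehicle and 100% = uninduced wells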
# VEEV TC-83 Vero 10K pilot screen: also measured in VEEV TC-83 Vero; calls as there; inhibition, %; measured here: 10K pilot screen inhibition
# * hit, by the source's call; i = inactive; ? = inconclusive; nt = no result given. The order is random. About 1.5% of those tested had a hit in this group.
SMILES,M. tuberculosis,influenza NS1A,H37Rv inhibition,VEEV TC-83 Vero,Salmonella PhoP GFP,others
Cc1ccc(C(=O)CC2(O)C(=O)N(C)c3ccccc32)o1 (configuration not stated),nt,10%,-13%,i,-14%,
Cc1nc2ccccc2c(=O)n1CCc1ccccc1,-8%,-2%,5%,3.1%,9%,
O=C(C1CCC1)N1CCc2cc(S(=O)(=O)NCC3COc4ccccc4O3)ccc21 (configuration not stated),0%,0%,-5%,i,0%,
O=C(CCNC(=O)c1ccccc1)Oc1ccc([N+](=O)[O-])cc1,-13%,-6%,-2%,0.6%,-15%,
CC1Nc2ncnc(N3CCOCC3)c2N(Cc2ccc(Cl)cc2)C1=O (configuration not stated),22%,5%,1%,0.4%,-4%,
COc1ccc(OC)c(NC(=O)N2CCCC(C(=O)c3ccccc3OC)C2)c1 (configuration not stated),-5%,-3%,8%,7.5%,0%,
O=S1(=O)N=C2CCCCCN2C(c2ccccc2)N1 (configuration not stated),8%,-5%,6%,0.1%,-14%,
CCCCC(CC)C(=O)Nc1cc(C(=O)NCCC)ccc1N1CCC2(CC1)CC(c1cccc(Br)c1)=NO2 (configuration not stated),-12%,-7%,7%,i,5%,
O=C(COC(=O)/C=C/c1ccccc1)NCCNC(=O)COC(=O)/C=C/c1ccccc1,9%,-7%,-6%,0.7%,3%,
CCc1nc2c(sc3nc4c(cc32)COC(C)(C)C4)c(=O)n1Cc1ccccc1,8%,25%,1%,2.1%,3%,
CCSc1nn2c(=O)c3ccccc3nc2s1,?,-17%,?,1.7%,3%,
C/C(Cc1ccccc1)=N\NC(=O)CNC(=O)c1ccc(Cl)cc1,25%,-16%,2%,4.3%,0%,
C#CCOc1nc(OCC#C)nc(OCC#C)n1,-7%,-5%,-13%,0.6%,-11%,
CCc1ccc(NC(=O)Cc2ccc(NC3=NC4CS(=O)(=O)CC4S3)cc2)cc1 (configuration not stated),-11%,-8%,-3%,1.3%,4%,
CCc1c(C)nc2c(-c3ccccc3)c(-c3ccccc3)[nH]n2c1=O,2%,15%,13%,i,-6%,
O=C(Nc1ccc(S(=O)(=O)NC2=NCCCCC2)cc1)c1ccccc1Cl,-4%,0%,-7%,1.6%,22%,
CCOC(=O)C1C(c2ccccc2)C(C(=O)OCC)S(=O)(=O)C(CCN(CC)CC)S1(=O)=O (configuration not stated),-6%,-11%,-7%,i,-6%,VEEV TC-83 Vero 10K pilot screen=0.1
CN(C)C(CNC(=O)CCc1nc2sc3c(c2c(=O)[nH]1)CCCC3)c1ccccc1 (configuration not stated),13%,-4%,-2%,1.0%,-4%,
O=C(c1cccc(C(F)(F)F)c1)N1CCN(CCc2ccccc2)CC1,10%,-12%,-7%,1.4%,-6%,
Cc1ccc(OCC(=O)Nc2cc(S(=O)(=O)N3CCOCC3)ccc2N2CCCC2)cc1,nt,-1%,nt,5.3%,nt,
COc1ccccc1NC(=O)C(=O)NNC(=O)COc1ccc2ccccc2c1,?,6%,55%,3.4%,-5%,
CCc1cccc(C)c1N(C(=O)Cn1c(CO)nc2ccccc21)C(C)COC (configuration not stated),9%,8%,-15%,1.3%,4%,
O=C(Nc1cccnc1)c1ccc(F)c(S(=O)(=O)N2CCOCC2)c1,-4%,-8%,9%,0.2%,-15%,
Cc1cccc(/C=C2\Sc3ccc(C(=O)N4CCC(C)CC4)cc3N(C)C2=O)c1,13%,16%,6%,0.2%,2%,
NC(=O)c1ccc(Oc2ccc(-c3nnco3)cc2)c([N+](=O)[O-])c1,0%,16%,7%,3.4%,0%,

# Random excerpt: 3 entries already listed
SMILES,M. tuberculosis,influenza NS1A,H37Rv inhibition,VEEV TC-83 Vero,Salmonella PhoP GFP,others
CC1Nc2ncnc(N3CCOCC3)c2N(Cc2ccc(Cl)cc2)C1=O (configuration not stated),22%,5%,1%,0.4%,-4%,
O=C(C1CCC1)N1CCc2cc(S(=O)(=O)NCC3COc4ccccc4O3)ccc21 (configuration not stated),0%,0%,-5%,i,0%,
COc1ccc(OC)c(NC(=O)N2CCCC(C(=O)c3ccccc3OC)C2)c1 (configuration not stated),-5%,-3%,8%,7.5%,0%,

# Going on with the list:
SMILES,M. tuberculosis,influenza NS1A,H37Rv inhibition,VEEV TC-83 Vero,Salmonella PhoP GFP,others
CC(OC(=O)C1CCN(S(=O)(=O)c2ccc(F)cc2)CC1)C(=O)NC1CCCCC1C (configuration not stated),0%,-2%,-1%,3.2%,-2%,
COc1ccc(NC(=O)c2ccc(-n3cccn3)nc2)c(OC)c1,10%,0%,0%,1.6%,-14%,
Cc1ccc(-c2nc3ccccc3c(=O)n2CCCn2ccnc2)cc1,19%,-3%,-2%,0.4%,0%,
COc1cccc(-n2c(SCC(=O)NCc3cccs3)nc3ccccc3c2=O)c1,1%,1%,-3%,12%,16%,
CCC/C=C(\CCC)C(NP(=O)(c1ccccc1)c1ccccc1)c1ccccc1 (configuration not stated),34%,nt,8%,nt,4%,
COc1ccc(-n2c(=O)c3c4c(sc3n3cnnc23)CC(C)CC4)cc1 (configuration not stated),-4%,-4%,4%,1.9%,4%,
CN(CCc1ccccn1)C(=S)Nc1cccc(S(=O)(=O)N(C)C)c1,-12%,7%,-3%,0.2%,3%,
Cc1cccc(OP(N)(=O)Oc2cccc(C)c2)c1,-1%,-5%,-2%,3.0%,3%,
CN1C(=O)CC(c2cn(Cc3ccccc3)c3ccccc23)C1=O (configuration not stated),19%,-1%,-7%,0.0%,4%,
COCCn1c(-c2ccc(Cl)cc2)nc2c(c(=O)c3ccccc3n2C)c1=O,22%,nt,-2%,nt,10%,
Cc1ccc(NC(=O)CS(=O)CC(=O)NCC2CCCO2)cc1 (configuration not stated),-2%,0%,-6%,3.2%,4%,
COc1ccccc1-c1noc(-c2ccccc2C(=O)NCC2CCCO2)n1 (configuration not stated),-7%,7%,2%,5.9%,8%,
Cn1ncc(N=Cc2ccccc2)c1C(N)=O,-3%,-3%,0%,0.2%,-1%,
CN(C(=O)CSc1n[nH]c(=O)[nH]c1=O)c1ccccc1,15%,-3%,13%,i,nt,
O=S(=O)(Nc1ccc(O)c2ccccc12)c1ccc(OC(F)(F)F)cc1,?,nt,-10%,i,-21%,
O=C(CCc1ccc(S(=O)(=O)N2CCOCC2)cc1)Nc1nccs1,6%,-5%,1%,i,-32%,
Cc1ccc(CNC(=O)Cc2noc3ccccc23)cc1,-2%,3%,67%,i,2%,
C=CCN(Cc1cccc(OC)c1OC)S(=O)(=O)N(C)C,11%,-11%,0%,i,-11%,
NS(=O)(=O)c1ccc(CNC(=O)/C=C/c2ccco2)cc1,-8%,-13%,4%,2.3%,8%,
COCC(C)n1c(SCC(=O)Nc2cc(C)on2)nc2ccccc2c1=O (configuration not stated),nt,-6%,nt,1.1%,nt,
CCCCN(C)C(=O)Cn1c(=O)oc2cc(S(=O)(=O)N3CC(C)CC(C)C3)ccc21 (configuration not stated),22%,-9%,3%,2.1%,2%,
Cc1ccc(Cl)cc1N1CCN(C2CCCCC2NS(=O)(=O)c2ccccc2)CC1 (configuration not stated),4%,-2%,18%,0.2%,-15%,
O=C(Nc1ccccc1Cl)Nc1ccccc1Cl,-1%,13%,6%,i,3%,
O=C(CSc1ncnc2c1nnn2Cc1ccc(F)cc1)NC1CCCC1,18%,-1%,-1%,i,-1%,
COc1ccc(NC(=O)COc2ccccc2C(=O)NCC(c2ccccc2)N(C)C)cc1Cl (configuration not stated),25%,8%,2%,9.9%,1%,

# Next part
SMILES,M. tuberculosis,influenza NS1A,H37Rv inhibition,VEEV TC-83 Vero,Salmonella PhoP GFP,others
COc1cccc(-c2c(C(=O)N/N=C/c3cccnc3)nnn2-c2nonc2N)c1,4%,-6%,6%,3.5%,1%,
COc1ccc(S(=O)(=O)N2Cc3ccccc3CC2C(=O)N2CCOCC2)cc1OC (configuration not stated),2%,0%,-12%,0.8%,-5%,VEEV TC-83 Vero 10K pilot screen=0.0
FC(F)(F)c1ccccc1/C=N/n1c(C2CCCCC2)n[nH]c1=S,-5%,-11%,11%,2.0%,-3%,
C=CCNS(=O)(=O)c1ccc(OCC(=O)OC)cc1,-5%,14%,2%,0.8%,4%,
CCOc1ccc(CCNC(=O)COC(=O)/C=C/c2ccc(OC)c(OC)c2)cc1OCC,19%,-4%,2%,1.0%,-7%,
COc1ccc(N2CCN(C(=O)CCCn3c(=O)[nH]c4ccsc4c3=O)CC2)cc1,6%,-3%,-1%,0.8%,4%,
O=C(NC(=S)NCCSc1ccccc1)c1cccnc1,52%,-1%,7%,3.3%,-4%,
COc1ccc(NS(=O)(=O)c2cccc(NC(=O)c3ccc(S(=O)(=O)N4CCCCCC4)cc3)c2)cc1,-9%,7%,-5%,i,-11%,VEEV TC-83 Vero 10K pilot screen=0.0
Cc1ccccc1SCC(=O)Nc1cc(S(=O)(=O)N2CCOCC2)ccc1N1CCOCC1,-3%,-6%,-6%,1.4%,-3%,
CN(CC(=O)Nc1ccc(S(=O)(=O)N2CCCC2)cc1)CC(=O)Nc1cccc(F)c1,5%,-5%,-5%,8.3%,9%,
O=C(Nc1ccc(Cl)cc1C(=O)NCC1CCCO1)c1ccc(Cl)cc1Cl (configuration not stated),53%,-30%,47%,9.2%,2%,
COc1ccc(CC(=O)Nc2c(C(=O)N3CCN(c4ccccc4)CC3)oc3ccccc23)cc1OC,31%,6%,3%,0.9%,12%,
CCc1ccc2nc(SCC(=O)NCC3CCCO3)c(C#N)cc2c1 (configuration not stated),3%,-1%,-1%,1.4%,5%,
CC(=O)N(Cc1cccnc1)Cc1cc2ccccc2[nH]c1=O,0%,-2%,-6%,6.7%,-5%,
CC(C)c1ccc(C2OCC(C)([N+](=O)[O-])CO2)cc1 (configuration not stated),nt,-13%,nt,3.8%,nt,
O=C(CSc1nnc(-c2ccc(Br)cc2)o1)Nc1cccc2ccccc12,?,-6%,66%,2.7%,-2%,
COc1cccc(/C=N/NC(=O)c2cc(C34CC5CC(CC(C5)C3)C4)[nH]n2)c1,31%,-9%,47%,6.6%,18%,
O=C(Nc1cccc(NC(=O)c2cccc(F)c2)c1)c1ccccc1,-6%,-2%,-5%,2.3%,-1%,
COc1ccc([C@@H](C)NC(=O)CCc2nnc(-c3cc(C)on3)o2)cc1,17%,9%,-4%,0.1%,-22%,
CSc1cccc(NS(=O)(=O)c2cc(Br)cnc2N)c1,17%,5%,-1%,0.2%,-17%,
COc1ccccc1NC(=S)N(c1ccccc1)C(C)C,6%,-3%,53%,i,3%,
CN1CCN(Cc2nc3c(c(=O)[nH]c(=O)n3C)n2Cc2c(F)cccc2Cl)CC1,nt,3%,-5%,2.0%,-16%,
Cc1ccc(CS(=O)(=O)CCC(=O)N2CCC3(CC2)OCCO3)cc1,-11%,-3%,-2%,i,5%,
O=C(C1=C[C@@H](c2ccccc2)C[C@@H](OCc2ccc(CO)cc2)O1)N1CCCCCCC1,14%,1%,12%,i,3%,
COc1ccccc1N1CCN(C(=O)CN(C2CCCCC2)S(C)(=O)=O)CC1,-8%,5%,0%,0.4%,10%,

# The list continues.
SMILES,M. tuberculosis,influenza NS1A,H37Rv inhibition,VEEV TC-83 Vero,Salmonella PhoP GFP,others
Cc1c(O)ccc(C(=O)CN2C(=O)c3ccccc3C2=O)c1O,10%,6%,70%,1.6%,5%,
CCc1cc(=O)[nH]c(SCCC(F)=C(F)F)n1,-4%,-7%,-4%,2.1%,0%,
CCOC(=O)CSc1nnc(NCC(=O)OC)c(=O)[nH]1,36%,-1%,-15%,0.5%,11%,
COc1ccccc1CNC(=O)COC(=O)c1cc(-c2ccco2)nc2ccccc12,19%,2%,11%,0.0%,21%,
CC1=C(C(=O)Nc2ccccc2)C(c2ccc(C)o2)n2c(s/c(=C/c3ccccc3)c2=O)=N1 (configuration not stated),3%,11%,?,5.6%,-3%,
CCSc1ccc([C@@H]2[C@@H]3C(=O)N(CC)C(=O)[C@@H]3[C@]3(C(=O)OC)CCCCN23)cc1OC,-8%,14%,2%,0.1%,5%,

# Four compounds from above, ordered by SMILES length, falling.
SMILES,M. tuberculosis,influenza NS1A,H37Rv inhibition,VEEV TC-83 Vero,Salmonella PhoP GFP,others
CC1=C(C(=O)Nc2ccccc2)C(c2ccc(C)o2)n2c(s/c(=C/c3ccccc3)c2=O)=N1 (configuration not stated),3%,11%,?,5.6%,-3%,
Cc1c(O)ccc(C(=O)CN2C(=O)c3ccccc3C2=O)c1O,10%,6%,70%,1.6%,5%,
CCOC(=O)CSc1nnc(NCC(=O)OC)c(=O)[nH]1,36%,-1%,-15%,0.5%,11%,
CCc1cc(=O)[nH]c(SCCC(F)=C(F)F)n1,-4%,-7%,-4%,2.1%,0%,

# Compound activity: PubChem, Southern Research Specialized Biocontainment Screening Center
